Screening data deposited in PubChem BioAssay by several laboratories.
K1F lysis inhibition = protection from phage-mediated lysis, alamar blue read-out – E. coli UTI89, K1F phage, bacterial capsule biogenesis inhibitors (AID 488966) | E. coli UTI89 K1F phage lysis, alamar blue, 2 h; higher % means a stronger effect | inhibition, % at 100 µM, or IC50 in µM where a hit was titrated | hit rate 0.02% among 340,000;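 active = phage lysis inhibition, versus mean bacterial control, above a set limit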;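 also: capsule biogenesis inhibitors block K1F phage lysis so surviving cells raise fluorescence; higher fluorescence means more inhibition of phage lysis; actives were called in the ten point dose series up to 300 µM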
NS5 inhibitors = Dengue-2 NS5 methyltransferase inhibitors, primary screen, biochemical, confirmation dose response (AID 588689); Dengue-2 NS5 methyltransferase capping enzyme assay, biochemical; higher % means a stronger effect; inhibition, % at 25 µM; hits with a dose series show IC50 in µM; hit rate 0.3% among 340,000; in the data active = a potency from the dose series
GPR35 antagonists = inhibition of zaprinast-stimulated GPR35 beta-arrestin translocation – imaging, U2OS, beta-arrestin-GFP, zaprinast agonist, primary screen (AID 2058); hit rate 0.052% among 290,000; one-dose inhibition, % at 10 µM; IC50 in µM for titrated hits; U2OS GPR35 beta-arrestin-GFP translocation imaging, zaprinast antagonism; higher % means a stronger effect;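 active = inhibition of at least 50% with at least 30 cells and total cytoplasm GFP at most 10,000,000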
AID2073 = inhibitors of Mint1-CaV2.2 protein interaction, biochemical, HTRF (AID 2073); HTRF protein-protein interaction, Mint1-CaV2.2; higher % means a stronger effect; one-dose inhibition, % at 20 µM; IC50 in µM for titrated hits; hit rate 0.19% among 290,000; in the data active = inhibition mostly above about 51%, no sharp cut-off; also: some results filed as inactive read as strong as hits
SIAH1 antagonists = blockers of Siah-1 interaction with plectin peptide – biochemical, fluorescence polarization, rhodamine-plectin, uHTS, primary screen (AID 1817); hit rate 0.02% among 290,000; displacement, % at 20 µM; hits with a dose series show IC50 in µM; Siah-1 / rhodamine-plectin peptide fluorescence polarization; higher % means a stronger effect;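 active = displacement of at least 50% at 20 µM, with a fluorescence ratio check between 0.3 and a set limit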;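 also: plate controls were Siah plus tracer with DMSO for no effect and tracer alone without Siah for full effect; strong numbers were not always called active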
GPR55 beta-arrestin = GPR55 agonists via beta-arrestin recruitment, primary screen, imaging, U2OS cells, beta-arrestin-GFP redistribution (AID 1961); U2OS GPR55 beta-arrestin-GFP redistribution imaging; higher % means a stronger effect; hit rate 0.048% among 290,000; activation, % at 10 µM, or EC50 in µM where a hit was titrated;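 active = activation above 40% with more than 50 cells counted in the well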;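 also: U2OS osteosarcoma cells stably expressing GPR55 and beta-arrestin-GFP; plate controls were DMSO negative control for no effect and LPI positive control for full effect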
NTR1 ag = agonists of NTR1, primary screen, imaging, U2OS cells, beta-arrestin-GFP, high content (AID 493036); activation, % at 20 µM; NTR1-U2OS beta-arrestin-GFP spot imaging, agonist mode; hit rate 0.17% among 330,000;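 active = activation at or above 40% of the spot to cytoplasm intensity ratio, with at least 20 cells analyzed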;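 also: 0% = DMSO without peptide and 100% = 100 nM NTR1 peptide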
Target sequence (P30989 whole entry, looked up): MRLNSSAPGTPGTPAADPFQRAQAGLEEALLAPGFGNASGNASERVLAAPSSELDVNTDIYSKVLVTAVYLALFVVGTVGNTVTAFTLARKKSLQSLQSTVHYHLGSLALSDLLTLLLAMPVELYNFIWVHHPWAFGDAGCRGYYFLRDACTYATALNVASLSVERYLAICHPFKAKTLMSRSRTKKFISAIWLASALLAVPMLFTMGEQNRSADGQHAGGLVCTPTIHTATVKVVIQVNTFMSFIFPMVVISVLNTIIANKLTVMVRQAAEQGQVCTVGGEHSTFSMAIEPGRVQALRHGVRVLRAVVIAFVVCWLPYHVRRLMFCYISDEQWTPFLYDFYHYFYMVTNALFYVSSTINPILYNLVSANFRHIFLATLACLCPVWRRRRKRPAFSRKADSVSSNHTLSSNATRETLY
GPR55 LPI antagonism = GPR55 antagonists blocking LPI-driven arrestin recruitment, primary screen, imaging, U2OS, beta-arrestin-GFP, LPI agonist (AID 2013); hit rate 0.13% among 290,000; inhibition, % at 10 µM; hits with a dose series show IC50 in µM; U2OS GPR55 beta-arrestin-GFP translocation imaging, LPI antagonism; higher % means a stronger effect;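 active = spots per cell inhibited over 60%, with over 100 cells counted and total cytoplasm intensity under 500,000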;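 also: U2OS cells stably carrying GPR55 and arrestin-GFP stimulated by 5 µM LPI near EC80; imaged beta-arrestin-GFP aggregate spots per cell after agonist stimulation; plate controls were LPI-stimulated DMSO wells for no effect and DMSO wells without LPI for full effect; some results filed as inactive read as strong as hits; confirmed hits need IC50 under 10 µM and bright autofluorescent wells are also inconclusive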
HIV fusion peptide = cell-free HIV fusion peptide-binding blockers – biochemical, uHTS, fluorescence dequenching, primary screen (AID 1986) | cell-free peptide binding, fluorescence dequenching, 30 min; higher % means a stronger effect | inhibition, % at 20 µM, or IC50 in µM where a hit was titrated | hit rate 0.3% among 290,000; in the data active = inhibition mostly above about 52%, no sharp cut-off; inactive = mostly below about 76%; also: some results filed as inactive read as strong as hits
NTR1 ag cell count 20 µM = recorded beside NTR1 ag, whose call it bears; cell count; measured here: cell count, cytotoxicity flag
NS5 inhibitors pilot replicate = also measured in NS5 inhibitors; calls as there; inhibition, %; measured here: pilot screen replicate inhibition
* = called active by the depositor; . = not tested or not shown; [ ] = another dose, or the depositor's remark. This is a subset (hit frequency here may not be typical).

SMILES	K1F lysis inhibition	NS5 inhibitors	GPR35 antagonists	AID2073	SIAH1 antagonists	GPR55 beta-arrestin	NTR1 ag	NTR1 ag cell count 20 µM	GPR55 LPI antagonism	HIV fusion peptide	others
COC(=O)[C@@]1(C#N)[C@@H]2C=CC(C(C)=O)=CN2[C@@H](C(N)=O)[C@@H]1c1ccc(F)cc1	-0.1%	24.6%	25.5%	-6.1%	11.1%	-0.1%	-0.8	39	-3.2%	15.2%
COc1ccc2[nH]c3c(c2c1)CCN[C@H]3C	-0.3%[50 µM]	-4.6%	1.2%	13.0%	8.6%	-0.1%	-0.2	103	9.8%	-0.8%
C=Cn1ccnc1P(=S)(c1ccc(N(C)C)cc1)c1nccn1C=C	2.1%	1.4%	6.7%	1.0%	-1.2%	-0.1%	1.2	47	23.6%	0.5%
Cn1ncnc2c(=O)n(C)c(=O)nc1-2	-4.8%[50 µM]	1.4%	-11.7%	0.9%	-0.3%	-0.1%	1.2	63	79.3%*	0.9%
CC(O)(CS(=O)(=O)c1ccccc1)C(=O)Nc1ccc(C(F)(F)F)cc1 (configuration not stated)	-0.4%	-4.0%	-4.4%	11.5%	-3.3%	-0.3%	0.4	75	-16.0%	0.1%
Cc1ccc(CN2CC3CC(C2)c2cccc(=O)n2C3)cc1 (configuration not stated)	5.7%	-0.7%	-6.6%	-3.4%	-0.2%	0.0%	0.2	52	1.3%	-1.6%
CCCCn1c(C)c(C(=O)OCC)c2c(CN3CCCC3)c(O)ccc21	-0.1%	3.2%	3.9%	30.2%	6.9%	-0.1%	5.2	88	12.3%	-0.1%
COc1ccccc1CC1C(=O)C2CCN1CC2 (configuration not stated)	0.1%	1.4%	1.5%	2.2%	-0.9%	-0.3%	-1.4	56	3.5%	3.2%
CC[C@]12C=CCN3CCC4(c5cc(Br)c(OC)cc5N(C)C4[C@@](O)(C(=O)OC)[C@@H]1OC(C)=O)C32 (some centres not stated)	0.1%	7.8%	16.7%	-8.3%	1.3%	0.6%	-0.1	27	1.8%	-0.7%
CSc1nnc(OC(=O)N(C)C)n1-c1ccc(Cl)cc1	-0.3%	7.7%	14.5%	-1.1%	-4.6%	0.5%	-0.5	50	13.3%	1.3%
CC1C(C)N1CC(O)Cn1ccnc1[N+](=O)[O-] (configuration not stated)	0.1%	3.9%	17.0%	9.9%	-4.7%	-0.1%	1.3	46	-11.9%	-0.2%
CC1CN(CCc2ccccc2)CC(C)O1 (configuration not stated)	0.2%	-4.2%	3.0%	-2.4%	-4.2%	-0.1%	-0.4	45	-2.0%	0.8%
O=S(=O)(c1ccc(F)cc1)N1CN2CCN(C2)C1	0.9%	-11.7%	24.8%	1.5%	-8.8%	-0.4%	-0.6	65	0.9%	-2.5%
Cc1cc(OC(C)C(=O)NCc2cccnc2)c2c3c(c(=O)oc2c1)CCC3 (configuration not stated)	0.2%	-7.2%	-17.1%	8.2%	7.5%	-0.2%	1.8	60	17.6%	-0.4%
Cc1ccc(OCC(=O)N2CCN(Cc3ccc([N+](=O)[O-])cc3)CC2)cc1	-0.1%	-0.8%	-4.0%	4.5%	0.6%	-0.1%	0.6	54	-4.0%	1.0%
CCCCSP1(=S)NCCCN1	0.2%	-8.2%	5.4%	-7.7%	-4.8%	-0.2%	-0.6	74	-11.9%	-1.3%
O=C(NC(=S)N1C[C@H]2C[C@H](C1)c1cccc(=O)n1C2)c1ccc(Cl)cc1	0.9%	-12.6%	-4.2%	15.5%	-3.1%	-0.1%	-0.9	93	8.4%	-1.1%
COc1cc(C(=O)Nc2ccc(Br)cc2C(=O)c2ccccc2Cl)cc(OC)c1OC	5.6%	-4.8%	-3.2%	-6.4%	-1.9%	-0.3%	-0.5	40	2.8%	-1.3%
CCN(CC)CCCN=Cc1c(O)n(-c2cccc(C)c2C)c(=O)[nH]c1=O	0.8%	-1.4%	-0.8%	-6.1%	-0.8%	0.2%	1.2	57	2.4%	16.0%
CC(C)Cc1nnc(NC(=O)CCC(=O)N2CCC3(CC2)OCCO3)s1	-1.8%	0.8%	-12.2%	-0.5%	-1.0%	-0.1%	-1.0	69	3.2%	-0.2%
CC1(C)C(c2ccccc2)=NC(c2cccnc2)=[N+]1[O-]	1.2%	-7.4%	-4.4%	-3.6%	0.5%	-0.1%	0.4	44	-22.8%	2.6%
COc1ccc2ccc(O)c(CN3CC=C(c4ccccc4)CC3)c2c1	-1.7%	-8.4%	4.5%	2.1%	4.0%	1.2%	1.8	52	3.8%	-1.3%
CCOC(=O)C1=C(C)N(C)C2(C)CC1c1ccccc1O2 (configuration not stated)	0.3%	8.9%	14.3%	-5.2%	1.1%	-0.1%	4.0	38	15.8%	-1.1%
CC1=C2C3OC(=O)C(C)C3CC[C@@]2(C)C=CC1=O (some centres not stated)	3.9%	2.9%	-10.6%	7.4%	3.2%	0.2%	-0.2	49	7.0%	-0.7%
N#CCCn1cc(C(=O)Nc2ccc(F)cc2)c(-c2ccccc2)n1	0.1%	4.6%	3.0%	6.1%	-0.1%	0.3%	0.9	55	9.0%	1.6%	NS5 inhibitors pilot replicate=0.9
CN(Cc1ccccc1)C(=C(Cl)Cl)/C(=C1/NCCN1Cc1ccc(Cl)nc1)[N+](=O)[O-]	-2.1%	2.0%	0.2%	1.7%	-3.7%	-0.1%	1.9	55	-0.2%	1.3%
C=CCn1c(O)c(C(C)=NCCCn2ccnc2)c(=O)[nH]c1=O	0.8%	4.6%	5.8%	8.9%	13.5%	-0.3%	0.6	38	-3.3%	0.6%
CN1CCN(c2nc(Cl)ncc2F)CC1	0.6%	0.8%	2.3%	7.3%	-6.9%	0.0%	-1.2	63	9.1%	-2.3%
Cn1c(O)c(C=NC2CCCCC2)c(=O)[nH]c1=S	0.3%	-0.9%	-3.9%	19.8%	14.4%	-0.1%	-0.8	104	2.9%	-1.9%
Cc1cc(NC(=O)CCl)no1	-0.4%	-2.3%	15.1%	-4.5%	3.5%	0.4%	0.8	34	7.0%	-0.9%
C/C(=N\NC(=S)Nc1ccccc1)c1c(O)n(C)c(=O)n(C)c1=O	0.4%	-18.2%	1.5%	-5.9%	-1.4%	-0.3%	-0.3	95	-5.5%	-1.9%
CCC(C)N1C(=O)/C(=C/c2ccc3c(c2)CCN3CCCCl)C(=O)NC1=S (configuration not stated)	0.2%	-24.7%	5.3%	13.3%	7.5%	-0.5%	.	.	4.3%	29.7%
CP(C)(=O)CCC(=O)O	0.9%	-2.0%	-7.7%	-4.7%	2.2%	-0.1%	-0.6	57	-12.1%	-2.5%
COP(=O)(OC)Oc1ccc(C(O)C(Cl)(Cl)Cl)cc1 (configuration not stated)	0.7%	-6.2%	3.4%	-2.0%	1.4%	0.0%	1.7	39	-10.6%	-0.1%
CCCS(=O)(=O)N1CCCC(C(=O)N2CCC3(CC2)OCCO3)C1 (configuration not stated)	0.5%	0.7%	10.4%	3.6%	1.2%	0.4%	-0.7	52	-2.4%	1.5%
O=C(N=Nc1c(O)[nH]c(=O)[nH]c1=O)C1COc2ccccc2O1 (configuration not stated)	0.1%	12.6%	0.9%	-3.1%	-3.5%	0.2%	0.2	80	8.6%	0.3%
CCOC(=O)c1c(C)n(Cc2ccccc2)c2ccc(OCC(O)CNC(C)(C)C)cc12 (configuration not stated)	-0.1%	-4.6%	4.4%	19.3%	-3.9%	-0.1%	7.9	37	16.6%	-1.4%
CCN(CC)C(=O)c1ccc(N2C(=O)C3CC=C(Cl)CC3C2=O)cc1 (configuration not stated)	0.5%	12.6%	8.2%	10.4%	3.1%	0.2%	2.4	66	0.4%	1.4%
COc1ccc2c3c1OC1C(O)C=CC4C(C2)[N+](C)(C)CCC341 (configuration not stated)	3.3%[50 µM]	-6.8%	-3.7%	5.0%	-2.7%	0.2%	1.0	83	-1.9%	-7.1%
CC(=O)O[C@]1(C)C(=O)OC/C2=C/CN(C)CCC(OC(=O)[C@@](O)(C(C)O)C[C@H]1C)C2=O (some centres not stated)	0.1%	-0.7%	9.6%	13.4%	-8.2%	0.0%	1.7	57	5.4%	-1.4%

Some of these compounds in order of heavy-atom count, falling:
SMILES	K1F lysis inhibition	NS5 inhibitors	GPR35 antagonists	AID2073	SIAH1 antagonists	GPR55 beta-arrestin	NTR1 ag	NTR1 ag cell count 20 µM	GPR55 LPI antagonism	HIV fusion peptide	others
CCC(C)N1C(=O)/C(=C/c2ccc3c(c2)CCN3CCCCl)C(=O)NC1=S (configuration not stated)	0.2%	-24.7%	5.3%	13.3%	7.5%	-0.5%	.	.	4.3%	29.7%
N#CCCn1cc(C(=O)Nc2ccc(F)cc2)c(-c2ccccc2)n1	0.1%	4.6%	3.0%	6.1%	-0.1%	0.3%	0.9	55	9.0%	1.6%	NS5 inhibitors pilot replicate=0.9
CCOC(=O)C1=C(C)N(C)C2(C)CC1c1ccccc1O2 (configuration not stated)	0.3%	8.9%	14.3%	-5.2%	1.1%	-0.1%	4.0	38	15.8%	-1.1%
CC1(C)C(c2ccccc2)=NC(c2cccnc2)=[N+]1[O-]	1.2%	-7.4%	-4.4%	-3.6%	0.5%	-0.1%	0.4	44	-22.8%	2.6%
Cn1c(O)c(C=NC2CCCCC2)c(=O)[nH]c1=S	0.3%	-0.9%	-3.9%	19.8%	14.4%	-0.1%	-0.8	104	2.9%	-1.9%
CN1CCN(c2nc(Cl)ncc2F)CC1	0.6%	0.8%	2.3%	7.3%	-6.9%	0.0%	-1.2	63	9.1%	-2.3%

More structures.
SMILES	K1F lysis inhibition	NS5 inhibitors	GPR35 antagonists	AID2073	SIAH1 antagonists	GPR55 beta-arrestin	NTR1 ag	NTR1 ag cell count 20 µM	GPR55 LPI antagonism	HIV fusion peptide	others
C=C1C(=O)O[C@@H]2C[C@@H](C)[C@H]3C=CC(=O)[C@]3(O)C[C@@H]12	-0.3%	-12.1%	11.1%	-25.4%	51.6%*	-0.1%	15.4	106	3.0%	1.8%
Cc1ccc(C2=NN(CCC(=O)N3CCC4(CC3)OCCO4)C(=O)CC2)cc1	0.0%	-11.6%	-8.2%	-2.0%	2.8%	-0.3%	0.9	56	4.0%	-1.0%
O=C1/C(=C/c2ccncc2)N2CCC1CC2	0.8%[50 µM]	2.3%	-15.5%	-9.1%	-0.9%	0.1%	0.0	54	5.6%	0.4%
Cc1cc(N2C(=O)C3CCCN3C2c2ccc(Cl)c(Cl)c2)no1 (configuration not stated)	0.5%	-7.3%	-13.3%	9.1%	2.5%	0.0%	-1.5	77	15.9%	0.5%
